GPR151 ag = activators of human GPR151; AID 1508602; Q8TDV0; activation, % at 11.2 µM; 650,000 tested, 1% active; PathHunter beta-arrestin GPR151 cells, luminescence; in the data active = activation above about 4.9%;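 note: 0% = median of compound wells and 100% = cells with positive control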
Target sequence (Q8TDV0 whole entry, looked up): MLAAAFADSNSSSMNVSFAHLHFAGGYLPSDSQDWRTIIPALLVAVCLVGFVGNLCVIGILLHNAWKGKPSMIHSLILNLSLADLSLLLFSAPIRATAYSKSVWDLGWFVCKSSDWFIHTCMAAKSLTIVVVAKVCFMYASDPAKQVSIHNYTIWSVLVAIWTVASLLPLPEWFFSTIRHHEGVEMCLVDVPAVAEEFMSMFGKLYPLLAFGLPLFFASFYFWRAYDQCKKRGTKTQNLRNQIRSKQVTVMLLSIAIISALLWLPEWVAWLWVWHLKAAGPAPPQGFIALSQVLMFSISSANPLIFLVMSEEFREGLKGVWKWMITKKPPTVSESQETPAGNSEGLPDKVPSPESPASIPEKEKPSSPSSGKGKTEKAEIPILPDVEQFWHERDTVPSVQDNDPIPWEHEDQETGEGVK
TEAD-YAP inh = TEAD-YAP interaction inhibition. inhibition, % at 9.12 µM. HEK-TIYL cells, TEAD-Gal4/YAP UAS-luciferase luminescence. 640,000 tested, 1.4% active; in the data active = inhibition above about 32%;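 note: 0% = median of test compound wells and 100% = reference inhibitor wells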
FBW7 activator = activators of human E3 ligase FBW7; AID 1259310; normalized activity (activation), % at 26.1 µM; AlphaScreen FBW7–phospho-cyclin E peptide binding, activator screen; 650,000 tested, 0.13% active; in the data active = normalized activity above about 1.9%;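 note: purified mutant Fbw7 with reduced substrate affinity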
MITF primary = inhibitors of human MITF | inhibition, % at 2.6 µM | AlphaScreen MITF homodimerization, bead proximity signal | O75030 | AID 1259374 | 650,000 tested, 0.91% active; in the data active = inhibition above about 50%;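 note: 0% = vehicle wells with protein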
Target sequence (O75030 whole entry, looked up): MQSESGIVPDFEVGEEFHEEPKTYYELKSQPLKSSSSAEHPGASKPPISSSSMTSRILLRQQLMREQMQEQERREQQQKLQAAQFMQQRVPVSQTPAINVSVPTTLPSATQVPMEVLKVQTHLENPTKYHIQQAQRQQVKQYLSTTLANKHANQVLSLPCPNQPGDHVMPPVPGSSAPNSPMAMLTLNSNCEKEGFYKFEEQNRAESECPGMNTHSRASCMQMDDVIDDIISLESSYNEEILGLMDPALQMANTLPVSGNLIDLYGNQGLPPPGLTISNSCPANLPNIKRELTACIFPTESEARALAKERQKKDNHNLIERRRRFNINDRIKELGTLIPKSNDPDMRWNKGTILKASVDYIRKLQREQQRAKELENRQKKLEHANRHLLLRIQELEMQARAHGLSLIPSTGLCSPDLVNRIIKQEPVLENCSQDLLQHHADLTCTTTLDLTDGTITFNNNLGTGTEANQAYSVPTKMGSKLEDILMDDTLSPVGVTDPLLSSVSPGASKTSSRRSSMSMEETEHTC
The depositor's hits bear a star; & = joins results of further samples. An unsorted share of the library (roughly 3.4% active in at least one column).

SMILES	GPR151 ag	TEAD-YAP inh	FBW7 activator	MITF primary
CCS(=O)(=O)N1CCCc2cc(NS(=O)(=O)c3cc(Cl)ccc3C)ccc21	3.2	-11	0.0	3
Cc1ccc(-n2c(=S)sc3c(=O)n(-c4ccccc4)c(SCC(=O)NCCC4=CCCCC4)nc32)cc1C	1.1	1	0.2	22
CNC(=O)CSc1nnnn1-c1ccc2c(c1)OCO2	-0.8	7	0.0	5
Cc1nc(SCC(=O)N2CCCC2)c2c3c(sc2n1)CCCC3	-1.4	-6	-0.2	-5
COc1ccc(-n2c(SCC(=O)NCCc3ccc(OC)c(OC)c3)nc3n[nH]c(C)c3c2=N)cc1	-0.9	-10	0.5	16
Cn1c(C(=O)NCc2cccs2)cc2sc(Cl)cc21	-1.4	-18	0.1	10
CCc1ccc(-c2cc(C(=O)NC(C)C)c3ccccc3n2)cc1	-0.5	-17	-0.1	-4
CC1(C)CC(=O)C2=C(C1)OC1=C(C(=O)CC(C)(C)C1)C2c1cccc(OCc2ccc(Cl)c(Cl)c2)c1	-0.3	-16	-0.1	-8
Cc1nn(C)cc1CN(C)C(Cc1ccccc1F)C1CCN(C(=O)c2ccco2)CC1 (stereo not given)	-1.3	8	0.0	13
COc1cccc(NC(=O)CSc2nc3ccccc3c(=O)n2Cc2ccc3c(c2)OCO3)c1	-1.3	3	0.0	1
CC(=O)c1ccc(N2CCN(c3ncnc4c3cnn4-c3ccccc3)CC2)cc1	0.4	-2	0.0	0
O=C(CCc1ccccc1)NNC(=O)c1ccc(I)cc1	0.2	-1	0.6	-1
CCOC(=O)c1c(NC(=O)c2c(C)c(-c3ccccc3)nc3ccccc23)sc2c1CCCCC2	-0.9	3	0.7	-11
O=C(c1cc(-c2ccccc2)n[nH]1)N1CCC(n2c(C3CCCO3)nc3ccccc32)CC1 (stereo not given)	0.0	-2	0.0	-9
CCN(Cc1ccccc1)C(=O)CC1(c2cccc(F)c2)CC(=O)N(C)C1=O (stereo not given)	-0.6	-2	0.1	9
COC(=O)/C=C(\Nc1ccc(C)cc1)C(=O)OC	-0.3	-19	0.0	9
COc1ccc(C2=N/C(=C/c3ccc(OC)c(OC)c3OC)C(=O)O2)cc1Br	-0.8	7	-0.1	3
O=C(NCC(O)c1ccccc1)c1cccc(S(=O)(=O)N2CCOCC2)c1 (stereo not given)	-0.6	5	0.1	4
CN1CCN(Cc2c(O)ccc3occ(C(=O)c4ccccc4)c23)CC1	-0.1	-7	0.5	16
COc1nc(NCCO)nc(-c2ccc(C(=O)NC3CC3)cc2)n1	-0.5	2	0.2	13
Cc1sc(NC(=O)CN(Cc2ccccc2)C(=O)c2ccccc2)c(C(N)=O)c1C	0.6	-5	-0.2	-2
Cn1c(SCC(=O)N(CCO)CCO)nc2sc3c(c2c1=O)CCCC3	-0.5	4	-0.2	11
CCOC(=O)c1sc2nc(CN3CCCCC3)[nH]c(=O)c2c1C	2.6	1	0.1	6
CC(OCC(O)CN(C)Cc1nc2ccccc2c(=O)[nH]1)c1ccc(Cl)cc1 (stereo not given)	-1.0	10	0.0	10
COC(=O)c1ccc2c(=O)n(CCc3ccc(S(N)(=O)=O)cc3)c(SCc3cccc([N+](=O)[O-])c3)nc2c1	1.6	12	0.2	21
Cc1ccc(S(=O)(=O)N2CCCSCC2)cc1	-1.2	-12	-0.1	-1
CCn1c(C(=O)N2CCCC(C(=O)NCCCOC)C2)cc2sccc21 (stereo not given)	-0.7	13	0.0	9
C=CCn1c(C)c(/C=c2/sc3n(c2=O)C(c2ccc(OC)c(Br)c2)C(C(=O)OCC)=C(C)N=3)c2ccccc21 (stereo not given)	-0.8	-3	-0.1	-1
COc1ccc(-c2ccc3c(c2)CC(CNC(=O)CSc2ncccn2)O3)nn1 (stereo not given)	-1.2	-30	-0.2	-11
CNC(=S)Nc1ccc(Oc2ccccc2OC)cc1	-0.6	-13	0.2	15

Only MITF primary, GPR151 ag and TEAD-YAP inh, for 7 of the compounds above:
| SMILES | MITF primary | GPR151 ag | TEAD-YAP inh |
| --- | --- | --- | --- |
| Cc1sc(NC(=O)CN(Cc2ccccc2)C(=O)c2ccccc2)c(C(N)=O)c1C | -2 | 0.6 | -5 |
| Cn1c(SCC(=O)N(CCO)CCO)nc2sc3c(c2c1=O)CCCC3 | 11 | -0.5 | 4 |
| CCOC(=O)c1sc2nc(CN3CCCCC3)[nH]c(=O)c2c1C | 6 | 2.6 | 1 |
| CC(OCC(O)CN(C)Cc1nc2ccccc2c(=O)[nH]1)c1ccc(Cl)cc1 (stereo not given) | 10 | -1.0 | 10 |
| COC(=O)c1ccc2c(=O)n(CCc3ccc(S(N)(=O)=O)cc3)c(SCc3cccc([N+](=O)[O-])c3)nc2c1 | 21 | 1.6 | 12 |
| Cc1ccc(S(=O)(=O)N2CCCSCC2)cc1 | -1 | -1.2 | -12 |
| CCn1c(C(=O)N2CCCC(C(=O)NCCCOC)C2)cc2sccc21 (stereo not given) | 9 | -0.7 | 13 |

Remaining list, next part
SMILES	GPR151 ag	TEAD-YAP inh	FBW7 activator	MITF primary
O=C(Cn1ccn(-c2cccc(Cl)c2)c(=O)c1=O)Nc1ccccc1C(F)(F)F	2.5	8	-0.1	-11
CCCn1c2ccccc2c2nnc(SCC(=O)N3c4ccccc4Sc4ccccc43)nc21	-1.3	3	-0.1	-7
COc1ccc(-c2cc(C(=O)NC3CC3)[nH]n2)cc1	-0.1	-49	0.0	13
Cc1ccc(Cn2c(-c3nonc3N)nc3ccccc32)cc1	0.0	-9	-0.1	-4
CCSC1=NCCN1S(=O)(=O)c1ccc(NC(C)=O)cc1	2.8	2	-0.5	5
Cc1cc(NCC2CC2)n2nc(-c3ccc(F)cc3)cc2n1	-0.1	5	0.1	0
CC(C)(CO)C(O)C(=O)NC1CCCCC1 (stereo not given)	-0.9	-7	-0.1	-7
NNc1nc(-c2ccco2)cc(C(F)(F)F)n1	-0.7	-1	0.3	14
CN(CCO)C(=O)c1cnc2scc(C(C)(C)C)n2c1=O	0.3	1	-0.4	20
O=C(/C=C/c1cccs1)NCC1CCC2(CCN(C(=O)c3ccncc3)CC2)O1 (stereo not given)	-0.9	4	-0.2	-5
O=C(c1cccc(F)c1F)N1CCN(C(=O)c2cccc(F)c2F)CC1	-1.2	2	0.1	19
COC(=O)CSc1nnc(-c2ccc(S(=O)(=O)NCc3cccs3)cc2)o1	-0.2	4	0.2	2
Cc1c(C(=O)N2CCC3(CC2)OCCO3)sc2ncn(CC(=O)Nc3ccc(C(C)C)cc3)c(=O)c12	1.8	6	-0.1	7
CC(C)N(Cc1cnn(C)c1)C(=O)CCc1nnc(CCc2ccccc2)o1	2.7	-7	0.1	3
CC(=O)c1c(C)[nH]c(C(=O)OCC(=O)Nc2ccc(SC(F)F)cc2)c1C	0.4	12	0.1	1

Of the compounds above, these contain a CF3 group.
SMILES	GPR151 ag	TEAD-YAP inh	FBW7 activator	MITF primary
O=C(Cn1ccn(-c2cccc(Cl)c2)c(=O)c1=O)Nc1ccccc1C(F)(F)F	2.5	8	-0.1	-11
NNc1nc(-c2ccco2)cc(C(F)(F)F)n1	-0.7	-1	0.3	14

The list continues.
SMILES	GPR151 ag	TEAD-YAP inh	FBW7 activator	MITF primary
O=C1CCCN1CCCNc1ccnc(N2CCc3ccccc3C2)n1	-0.6	-43	-0.1	5
CC(NC(=O)Nc1cccc(Cl)c1)C(c1ccccc1)N1CCN(C)CC1 (stereo not given)	1.5	-3	0.5	11
COc1ccc(Cl)cc1S(=O)(=O)N1CCN(Cc2ccc(F)cc2)CC1	1.0	3	0.1	4
O=C1c2cccc3cccc(c23)C(=O)N1CCCc1n[nH]c(=S)n1-c1ccccc1	0.7&0.2	-6&-2	0.0&-0.1	-4&-3
CCOc1ncccc1C(=O)OCC(=O)Nc1ccc(F)cc1[N+](=O)[O-]	-2.7	0	0.1	16
COc1ccc(-c2noc(CC(=O)N3CCN(c4ccc(Cl)cc4)CC3)n2)cc1	-2.0	-6	0.0	7
O=C1COc2ccc(C(=O)NCCOc3ccc(C4CCCCC4)cc3)cc2N1	1.3	-16	-0.3	10
COc1ccccc1N1CCN(C(=O)c2ccc3c(=O)n(CCC4=CCCCC4)c(=S)[nH]c3c2)CC1	1.2	4	-0.1	-21
CCOC(=O)C1=CN(Cc2ccc(F)cc2)C=C(C(=O)OCC)C1c1ccc(SC)cc1	-0.5	-7	1.9*	-8
Cc1nnc2sc(-c3cccc(NC(=O)CSc4ccc(Cl)cc4)c3)nn12	0.2	-6	-0.1	-8
CC(C)CC(C(=O)Oc1ccc([N+](=O)[O-])cc1)N1C(=O)c2ccccc2C1=O (stereo not given)	-1.4	-10	0.6	33
COc1ccc(C)cc1NC(=O)C1CCCCC1C(=O)O (stereo not given)	2.5	-1	0.1	9
Cc1ccc2nc(-c3ccccc3)cc(C(=O)Nc3ccc(Cl)cc3)c2c1	-0.9	-4	0.2	18
COc1ccc(C(=O)NCC(=O)N/N=C/c2ccccc2OCC(=O)O)cc1OC	0.8	-4	-0.1	11
Cc1cc(C)n(C(=O)CSc2ccccc2)n1	-2.2	8	0.3	15
CC1CCc2nc(SC3CC(=O)C4OCC3O4)nc(C(F)(F)F)c2C1 (stereo not given)	-1.2	6	0.0	-14
CC(C)CNC(=O)c1cc(-c2ccc(F)cc2)on1	-0.6	-86	-0.2	2
Cc1cc(C)n(CCc2nc(-c3ccc(Cl)cc3)cs2)n1	2.2	-9	0.7	13
Cc1cccc(Cc2cnc(NC(=O)C3CC3)s2)c1	0.6	-13	0.7	10
CCOC(=O)C1=CN(Cc2ccc(OC)cc2)C=C(C(=O)OCC)C1c1ccccc1OC	0.6	-3	-0.1	2
COc1cccc(N2C(=O)CN(C(=O)CCC(F)(F)F)CC2C)c1 (stereo not given)	-1.4	-20	0.3	18
CCc1nc2ccc(-c3ccc4nc(CC)oc(=O)c4c3)cc2c(=O)o1	8.8*	-1	0.3	14
COC(=O)c1ccc(N2C(=O)C3CC(C)=C(C)CC3C2=O)cc1 (stereo not given)	0.6	2	0.0	8
CCC(C)N1C(=O)C2C(C(=O)Nc3ccc(Br)cc3)C3C=CC2(O3)C1C(=O)NC1CCCCC1 (stereo not given)	0.0	1	0.3	12
O=C(NNC(=O)c1cc(-c2ccccc2)nc2ccccc12)c1ccc([N+](=O)[O-])cc1	-0.5	11	0.7	6
O=C(CCl)Nc1ncc([N+](=O)[O-])s1	1.2	1	0.3	7
CCN(CC)C(=O)CS(=O)(=O)Cc1nc(-c2cccc(OC)c2)oc1C	0.5	10	-0.2	12
Cc1cccc(OCc2nnc(-c3ccc(Cl)cc3Cl)o2)c1	0.2	10	-0.1	1
CCOC(=O)/C=C(\C)N1N=C(/C=C/c2ccccc2)CC1c1ccccc1 (stereo not given)	-1.1	-20	-0.3	9
CC12CCC(C(=O)N3CCC(Cc4ccccc4)CC3)(C(=O)C1=O)C2(C)C (stereo not given)	0.3	1	-0.1	-17
CCOc1cc(C(=S)N2CCOCC2)ccc1OC(=O)c1ccc(Cl)cc1	0.6	4	0.1	18
COc1ccc2c(c1)cc(C)c1nn(CC(=O)Nc3c(C)nn(C)c3C)c(=O)n12	1.9	-7	-0.2	7
COC(=O)C1=C(C)NC(=O)NC1c1ccc(F)c(Br)c1 (stereo not given)	-0.6	17	-0.2	-2
Cc1cccc(C(=O)NCC(=O)NN)c1	-0.4	11	0.0	-4
CC(C)=CCN1CCNC(=O)C1CC(=O)NCCc1nc(C)c(C)s1 (stereo not given)	0.5	8	0.0	9
CCOc1ccccc1C1C(C#N)=C(SCC(=O)Nc2ccc(C)cc2C)NC(C)=C1C(=O)Nc1ccccc1 (stereo not given)	0.8	5	0.1	15
CCOc1ccc(NC2=CC(=O)CCC2)cc1	1.0	-1	-0.1	-4
C/C(=N\NC(=O)c1ccco1)c1ccc(O)cc1	-0.8	-52	-0.2	4
CC(C)C(=O)N(c1ccccc1)C1C=CS(=O)(=O)C1 (stereo not given)	-0.7	3	0.2	-6
Cc1c(C(=O)Nc2ccccc2Cl)sc2ncn(Cc3cccc(F)c3)c(=O)c12	2.4	-2	1.0	-19
Cc1ccc(CNCc2ccco2)cc1	7.0*	0	-0.4	24
O=C(NCCS(=O)(=O)Cc1cc2cccc3c2n(c1=O)CCC3)C1CC1	0.3	3	0.1	1
Cc1ccc(S(=O)(=O)Nc2ccc3sc(C)nc3c2)cc1	1.7	10	0.0	-1
CC(C)(C)NC(=O)c1ccc(Br)o1	0.9	6	-0.1	1
CCc1ccccc1NC(=O)c1ccc(Sc2ccccc2Cl)c([N+](=O)[O-])c1	0.6	-4	0.4	7
COc1ccc(N2C(=O)C(O)=C(C(=O)/C=C\c3ccccc3)C2c2ccc(N(C)C)cc2)cc1 (stereo not given)	-0.8	6	-0.3	2
COC(=O)C1=C(C)N(C)C(=S)NC1c1cccc(O)c1 (stereo not given)	-1.7	13	0.1	2
Cc1cn2c(=O)c(C(=O)Nc3cccc(Cl)c3Cl)cnc2s1	-1.9	-11	0.1	15
O=C(NCC1COc2ccccc2O1)C(c1ccccc1)c1ccccc1 (stereo not given)	-1.2	-8	0.1	2
O=C(NCc1ccccn1)C(=O)Nc1ccc2c(c1)OCO2	-1.4	-47	-0.1	6
CCOC(=O)c1c(NC(=O)c2cc(S(N)(=O)=O)c(Cl)cc2Cl)sc2c1CCC(C)C2 (stereo not given)	0.0	11	-0.1	-2
COc1ccc2nc(Nc3nc4c(s3)C(=O)CC(C)(C)C4)sc2c1	0.7	-13	0.2	-2
O=C(NCCN1CCCC1)Nc1ccccc1C(F)(F)F	-0.6	-3	-0.1	-13
COc1ccc(S(C)(=O)=O)cc1	-2.1	-2	0.8	13

Screening data deposited in PubChem by The Scripps Research Institute Molecular Screening Center.
